Screening results (PubChem)
DT40 TDP1 CPT = growth inhibition of DT40 Tdp1-/-;hTDP1 cells with camptothecin (screen for TDP1 inhibitors); Potency, µM (highest dose often 46.2 µM), without a hit: at the highest dose activity change, negative = growth inhibition, most hits filed as inhibitors; 420,000 tested, 12% active; chicken DT40 Tdp1-/-;hTDP1 cells + 20 nM CPT, ATP luminescence, 48 h; further: nearly all actives have a fitted effect of over 55% in size
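Chicken DT40 Tdp1-/- cells stably complemented with human TDP1 were seeded at 400 cells/well in medium containing 20 nM camptothecin, exposed to pin-transferred compounds, and grown at 37 °C for at least 48 hr. Viability was read as ATP luminescence.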
TDP1 inh = inhibitors of human tyrosyl-DNA phosphodiesterase TDP1. 350,000 tested, 0.28% active. Q9NUW8. Potency, µM (doses to about 130 µM), inactives show at the top dose activity change, negative = inhibition, actives largely listed as inhibitors. recombinant TDP1, AlphaScreen DNA substrate cleavage; further: nearly all actives have a fitted effect of over 40% in size
Target sequence (Q9NUW8 whole entry, looked up): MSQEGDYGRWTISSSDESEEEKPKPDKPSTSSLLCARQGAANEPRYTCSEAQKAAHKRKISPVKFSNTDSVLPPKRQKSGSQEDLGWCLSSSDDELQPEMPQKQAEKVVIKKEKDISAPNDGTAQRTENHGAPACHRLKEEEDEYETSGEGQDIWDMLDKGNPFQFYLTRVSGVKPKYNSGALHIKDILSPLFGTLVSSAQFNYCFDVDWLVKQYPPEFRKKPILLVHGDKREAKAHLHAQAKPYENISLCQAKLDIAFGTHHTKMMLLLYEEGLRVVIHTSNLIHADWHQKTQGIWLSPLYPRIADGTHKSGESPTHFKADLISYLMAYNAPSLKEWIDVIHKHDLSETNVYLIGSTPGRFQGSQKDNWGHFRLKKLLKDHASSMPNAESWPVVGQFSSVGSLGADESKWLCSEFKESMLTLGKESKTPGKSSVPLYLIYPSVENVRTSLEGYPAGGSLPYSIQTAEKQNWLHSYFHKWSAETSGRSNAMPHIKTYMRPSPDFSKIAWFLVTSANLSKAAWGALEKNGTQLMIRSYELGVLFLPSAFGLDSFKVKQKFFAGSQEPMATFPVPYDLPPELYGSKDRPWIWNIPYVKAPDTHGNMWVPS
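AlphaScreen read-out: signal falls as enzyme removes the 3' tyrosine-FITC from a 5'-biotinylated DNA oligo (15 nM, 5 min, RT). Enzyme was E. coli-made recombinant Tdp1 at 1 nM, exposed to compound for 15 min beforehand; beads 10 ug/ml, 10 min.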
DT40 TDP1 no CPT = qHTS for Inhibitors of human tyrosyl-DNA phosphodiesterase 1 (TDP1): qHTS in cells in absence of CPT. DT40 Tdp1-/- hTDP1 cells, no CPT, ATP luminescence, 48 h. Potency, µM (series often up to 46.2 µM), for inactives: at the highest dose activity change, negative = growth inhibition, usual class: inhibitors. 420,000 tested, 15% active. AID 686978, 2013; further: nearly all actives have a fitted effect of over 55% in size
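Seeded 400 DT40-hTDP1 cells/well (vehicle DMSO, no 20 nM CPT); pinned compounds; ≥48 hr at 37 °C; CellTiter-Glo luminescence as viability measure.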
Starred values were filed as active, the others as inactive; ? = inconclusive; . = no result given; [ ] = another dose, or the depositor's remark. The call rests on the fitted dose curve; in most records, active means well fitted curve in the direction sought with a large enough effect; inconclusive means small, poorly fitted or top-dose-only effect, or another doubt; inactive means no such curve, though single readings can be large; an effect the other way counts as inactive or inconclusive. On the % scale 0 is the no-effect control and ±100 the full control effect; potency means the concentration at half of the fitted maximal effect. No enrichment for hits. Share with any hit: about 18%.

SMILES	DT40 TDP1 CPT	TDP1 inh	DT40 TDP1 no CPT
CC12CCC(C)(c3nc4ccccc4nc31)C2(C)C	9%	5%	-9%
CC(=O)c1sc(NC(=O)c2ccccc2)nc1-c1ccccc1	-17%	7%	-22%
Cc1cccc(N2CCn3c2nc2c3c(=O)n(CCCc3ccccc3)c(=O)n2C)c1	-26%	1%	?
O=C(Cc1c(F)cccc1Cl)Nc1ccccc1C(=O)N1CCOCC1	1%	3%	2%
O=C(Nc1ccncc1)Nc1cccc(Cl)c1Cl	23µM*	3%[56.1 µM]	?
CCN(CC)C(CNS(=O)(=O)c1ccc(Cl)cc1)c1ccccc1 (stereo not given)	-3%	5%	-23%
CNCC(=O)N[C@@H](CCCN=C(N)N)C(=O)N[C@H](C(=O)N[C@@H](Cc1ccc(O)cc1)C(=O)N[C@H](C(=O)N[C@@H](Cc1cnc[nH]1)C(=O)N1CCC[C@H]1C(=O)N[C@@H](C)C(=O)O)C(C)C)C(C)C	-10%	.	7%
CCCc1nc2ccc(C)cn2c1Cc1ccc(C)cc1	21µM*	.	18µM*
C=CCc1cc(OC)ccc1OCCN1CC(C)OC(C)C1 (stereo not given)	-14%	.	-8%
COc1cccc(OC)c1C(=O)NC(=S)Nc1ccc2c(c1)C(=O)N(C)C2=O	?	0%	?
CCn1cc(C(=O)NCCOC)c(=O)c2ccc(C)nc21	10%	-2%	-1%
O=C(Nc1ccc(F)cc1)Nc1ccc(Cl)cn1	-11%	5%	-26%
CCc1ccc(CNC(=O)CCCN2C(=O)CCn3nc(-c4cccn4C)cc32)cc1	?	9%	-18%
COc1cccc(NC(=S)N(CCCN2CCOCC2)C(C)c2cc3ccccc3o2)c1 (stereo not given)	-21%	6%	-29%
Cc1ccc(C)c(S(=O)(=O)N/N=C/c2cccnc2)c1	-1%	5%	?
Cc1ccccc1N1CC(C(=O)Nc2ccc3c(c2)OCO3)CC1=O (stereo not given)	-11%	.	-8%
Cc1ccccc1CNC(=O)c1cc2ccccc2o1	?	.	?
Cc1ccc(C(O)(C(=O)NNS(=O)(=O)c2ccc(C)cc2)c2ccc(C)cc2)cc1	9%	0%	-20%
Cc1ccc(-c2cc(-c3ccco3)c3c(N)c(C(=O)NN)oc3n2)cc1	?	4%	?
Cc1cc(C)cc(NC(=O)C2CCCN(c3nc(C)cc(C)n3)C2)c1 (stereo not given)	-2%	-2%	-13%
COc1ccc(C(C)=O)cc1Cn1c(C)c(C(=O)NC2CC2)sc1=O	-1%	.	6%
Cc1ccc(CCNC(=O)c2cc3sccc3n2Cc2ccc(F)cc2)cc1	-20%	6%	?
CC1(C)CC(=O)c2sc(NC(=O)C3COc4ccccc4O3)nc2C1 (stereo not given)	-20%	8%	-13%
C=CCC1NS(=O)(=O)OC2CCCCC12 (stereo not given)	2%	.	22%
Cc1oc2c(CN3CCOCC3)c(O)ccc2c(=O)c1-c1ccccc1	1%	2%	-27%
O=C(Cn1cc(C(F)(F)F)ccc1=O)Nc1ccc2c(c1)OCCO2	3%	-1%	-8%
Cc1noc2ncnc(Sc3ccccc3Cl)c12	?	6%	?
Cc1cc(C(=O)NC2CCC(O)CC2)c(C)o1 (stereo not given)	-7%	0%	2%
COc1ccccc1NC(=O)c1ccc(NS(=O)(=O)c2ccc(F)c(F)c2F)cc1	-15%	8%	-7%
CCOC(=O)C1=NNC(C(=O)OCC)C1C(=O)OCC (stereo not given)	-14%	.	?

12 entries from above, bar-delimited:
SMILES | DT40 TDP1 CPT | TDP1 inh | DT40 TDP1 no CPT
Cc1ccc(-c2cc(-c3ccco3)c3c(N)c(C(=O)NN)oc3n2)cc1 | ? | 4% | ?
Cc1cc(C)cc(NC(=O)C2CCCN(c3nc(C)cc(C)n3)C2)c1 (stereo not given) | -2% | -2% | -13%
COc1ccc(C(C)=O)cc1Cn1c(C)c(C(=O)NC2CC2)sc1=O | -1% | . | 6%
Cc1ccc(CCNC(=O)c2cc3sccc3n2Cc2ccc(F)cc2)cc1 | -20% | 6% | ?
CC1(C)CC(=O)c2sc(NC(=O)C3COc4ccccc4O3)nc2C1 (stereo not given) | -20% | 8% | -13%
C=CCC1NS(=O)(=O)OC2CCCCC12 (stereo not given) | 2% | . | 22%
Cc1oc2c(CN3CCOCC3)c(O)ccc2c(=O)c1-c1ccccc1 | 1% | 2% | -27%
O=C(Cn1cc(C(F)(F)F)ccc1=O)Nc1ccc2c(c1)OCCO2 | 3% | -1% | -8%
Cc1noc2ncnc(Sc3ccccc3Cl)c12 | ? | 6% | ?
Cc1cc(C(=O)NC2CCC(O)CC2)c(C)o1 (stereo not given) | -7% | 0% | 2%
COc1ccccc1NC(=O)c1ccc(NS(=O)(=O)c2ccc(F)c(F)c2F)cc1 | -15% | 8% | -7%
CCOC(=O)C1=NNC(C(=O)OCC)C1C(=O)OCC (stereo not given) | -14% | . | ?

Following part.
SMILES	DT40 TDP1 CPT	TDP1 inh	DT40 TDP1 no CPT
Nc1nnnn1/N=C/c1cc(Cl)cc(Cl)c1O	-26%	.	?
O=C(Cn1c(-c2cscn2)nc2ccccc21)Nc1ccc2ccccc2c1	14µM*	6%	?
COc1cccc(C2CC(=O)N3CN(c4cccc(Cl)c4C)CSC3=C2C#N)c1OC (stereo not given)	?	5%	-9%
COc1cccc(-c2c(-c3cc(OC)cc(OC)c3)n(C)c3ccc(-c4ccc5[nH]ccc5c4)cc23)c1	?	2%	?
CCN(CC)C(=O)C(=O)N/N=C/c1ccc(F)cc1	0%	6%	1%
CC(C)CCN1CCN(Cc2coc3ccccc3c2=O)CC1CCO (stereo not given)	-2%	2%	-22%
Cc1ccc(NC(=S)NC(=O)c2ccc(Br)o2)c(C)c1	?	5%	?
CCOc1ccccc1CN1CCN(Cc2ccc(C)o2)C(CCO)C1 (stereo not given)	-19%	3%	?
CCn1cc(C(=O)N2CCN(c3cc(Cl)ccc3C)CC2)c(=O)c2cc(S(=O)(=O)N3CCOCC3)ccc21	-9%	0%	?
COc1cccc2c1C(=O)CC(c1ccccc1)O2 (stereo not given)	?	7%[56.1 µM]	?
CC(C)(C)NC(=O)c1cccc(NC(=O)Cc2cccs2)c1	6%	-1%	-2%
Cc1cccc(NC(=O)C(=O)NCCc2csc(-c3ccc(C(F)(F)F)cc3)n2)c1C	-27%	-2%	-26%
COc1ccc(N2CCN(C(=O)c3ccccc3NS(=O)(=O)c3ccc(C)cc3)CC2)cc1	-30%	11%	-18%
COc1ccc(NS(=O)(=O)c2c(C)cc(C)cc2C)cn1	-25%	1%	-16%
COc1cc(CN2CCNC(=O)C2CC(=O)NC2CCCCC2)cc(OC)c1 (stereo not given)	4%	3%	-5%
OCC1OC(n2cnc3ncccc32)C(O)C1O (stereo not given)	7.3µM*	.	6.5µM*
COC(=O)C1=C(N)Oc2cc(C)[nH]c(=O)c2C1c1ccc(Cl)cc1 (stereo not given)	?	.	?
O=C(Nc1ccccc1)N1CCc2ccccc21	?	-5%	?
COc1ccc(C2=C(C)CC(C)(C)NC2=O)cc1OC	-4%	0%	-6%
CSCCC1NC(=O)N(CC(=O)Nc2c(Cl)cc(Cl)cc2Cl)C1=O (stereo not given)	16µM*	4%	?
Cc1ccccc1N(CC(=O)NCCSC1CCCCC1)S(=O)(=O)c1ccccc1	?	2%	?
COc1ccc(N2CCN(C(=O)c3ccc(NC(=O)c4nsc5ccccc45)cc3)CC2)cc1	?	8%	?
COc1ccc(NC(=O)COC(=O)CCCc2c[nH]c3ccccc23)cc1	-17%	2%	-6%
CCCS(=O)(=O)N1CC(=O)N(c2ccc(Cl)cc2)C(C)(C(=O)NC2CCCC2)C1 (stereo not given)	-21%	1%	-21%
CCC(C)N1C(=O)CCC1C(=O)NCCc1ccc(Cl)cc1 (stereo not given)	10%	.	-1%
COc1ccccc1N1CCN(CC(C)N(C(=O)C2CCCCC2)c2ccccn2)CC1 (stereo not given)	-23%	.	?
CCS(=O)(=O)c1ccc2oc(SCC(=O)NCCc3ccc(F)cc3)nc2c1	-10%	-3%	?
CCOC(=O)CCCCCC(=O)Nc1ccc2c(c1)C(=O)N([C@H](C)CO)C[C@H](C)[C@@H](CN(C)S(C)(=O)=O)OCCCC[C@@H](C)O2	3%	.	-17%
C=CCOC(=O)CN1C(=O)c2ccccc2C1=O	-10%	-2%	3%
Cc1ccc(-c2ccc(NC(=O)C3C4C=CC(C4)C3C(=O)O)cc2)o1 (stereo not given)	-9%	5%	?
O=C(N/N=C/c1ccc([N+](=O)[O-])o1)c1ccc2c(c1)OCO2	2.3µM*	5%[56.1 µM]	5.8µM*
Cc1nc2c(OCc3ccc(OC(F)F)cc3)cccn2c1N(C)C(=O)CCC1CCCC1	13µM*	.	10µM*
CCNC(=O)c1cc2c(c(-c3cccc(-c4ccccc4F)c3)n1)[C@@H](CCO)N(C(=O)CC1CC1)C2	21µM*	.	?
O=C(NC1CCS(=O)(=O)C1)c1c(NC(=O)C2COc3ccccc3O2)sc2c1CCCC2 (stereo not given)	-18%	1%	?
O=C(Cn1c(NCCO)nc2ccccc21)c1ccc(Cl)cc1Cl	?	.	?
COc1ccc(OC(C)c2nnc(N)s2)cc1 (stereo not given)	-8%	2%	0%
Cc1nnc(SCC(=O)c2cc(C)n(-c3c(C)n(C)n(-c4ccccc4)c3=O)c2C)s1	-2%	6%	7%
CCC1CCCCN1CC(=O)c1c(C)[nH]c2cc(C)ccc12 (stereo not given)	5%	.	-5%
N#CC1=C(SCC(=O)c2cc3ccccc3oc2=O)NC(=O)C(C#N)C12CCCC2 (stereo not given)	-16%	3%	?
Cc1ccccc1OCc1n[nH]c(=S)n1-c1ccccc1	2%	5%	8%
Cn1c(N)nc2nc[nH]c2c1=S	-15%	.	?
CC(=O)c1ccc(N2CCN(C(=O)NCc3noc4ccc(C)cc34)CC2)cc1	?	-3%	?
Cc1cc(NC(=O)OC(C)C)ccc1-c1ccc(NC(=O)OC(C)C)cc1C	-13%	.	-2%
COCCn1c(C)cc(C(=O)COC(=O)c2ccc(NC(=O)CC#N)cc2)c1C	-4%	0%	-14%
Cc1cccc2cc(CN(Cc3ccc(F)cc3)C(=O)C(F)(F)F)c3nnnn3c12	-30%	-1%	?
COc1cccc(CN(C(=O)c2cc3ccccc3oc2=O)C2CC2)c1	?	2%	?
Cc1ccc(N2CC(C(=O)N3CCC(C(=O)Nc4ccc(Br)cc4)CC3)CC2=O)cc1 (stereo not given)	?	1%[0.0935 µM]	?
COCCCn1c(=N)c(C(=O)NC2CCCC2)cc2c(=O)n3cc(C)ccc3nc21	12%	.	-24%
Cc1ccc(C)c(S(=O)(=O)Nc2ccccc2C(=O)Nc2ccc(S(=O)(=O)Nc3ncccn3)cc2)c1	2%	3%	-13%
CCC(NC(=O)/C(=C\c1ccc2c(c1)OCO2)NC(C)=O)C(=O)O (stereo not given)	6%	0%	3%
Next part
SMILES	DT40 TDP1 CPT	TDP1 inh	DT40 TDP1 no CPT
COc1cccc(NC(=O)CCS(=O)(=O)c2cccs2)c1	4%	2%	9%
O=C(Nc1ccccc1Cl)[C@H](CSCc1ccccc1)N1Cc2ccccc2C1=O	?	8%	?
COc1cc(C)ccc1S(=O)(=O)N1CCN(C23CC4CC(CC(C4)C2)C3)CC1	?	2%	16µM*
Cc1cccc(C(=O)N2CCN(CCNC(=O)C(=O)Nc3ccc(F)cc3)CC2)c1	2%	-8%	?
CCN(CC)C(=O)CC(c1ccc(N(C)C)cc1)c1c(O)cc(OC)cc1OC (stereo not given)	?	26%	-10%
NC(=O)COc1ccc(-n2cnnn2)cc1	-2%	.	5%
O=C(Cn1c(=O)oc2cc(S(=O)(=O)N3CCCC3)ccc21)Nc1ccc(OC(F)(F)F)cc1	-22%	5%	-12%
CCCN(CCC)C(=O)Cn1c(=O)n(CCCCC(=O)NC2CCCC2)c(=O)c2ccccc21	?	3%	-28%
CCOc1ccc(Nc2ncnc(N)n2)cc1	-4%	7%	?
Clc1ccc(NCc2nc3ccccc3n2CCOc2ccccc2)cc1	13µM*	9%	21µM*
CC(C)C(=O)Nc1nnc(CCc2nnc(NC(=O)C(C)C)s2)s1	-18%	-1%[56.1 µM]	1%
O=Cc1cn(CCOc2ccccc2)c2ccccc12	-22%	3%	?
Cc1ccc(-c2n[nH]c(=S)n2/N=C/c2c(C)[nH]n(-c3ccccc3)c2=O)cc1	-1%	9%	?
CC(=O)Nc1cccc(-c2csc(C(O)c3ccc(F)cc3)n2)c1 (stereo not given)	?	.	-26%
O=C(NCC1COc2ccccc2O1)c1cccc(S(=O)(=O)N2CCCCC2)c1 (stereo not given)	?	0%	?
CCCC(C)NCC(=O)Nc1ccccc1-c1ccccc1 (stereo not given)	-29%	3%	-24%
